# Ecoli viability: E. coli V3065 growth inhibition, primary screen, counter-screen for AddAB inhibitor project, absorbance, OD600; inhibition, % at 11.9 µM; 18 h; AID 449728, 2010; actives 0.27% (n = 330,000);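 active means inhibition above the campaign's mean inhibition across all tested compounds plus 3 SD, cut at about 9.9% in these data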;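 further: uninfected addAB+ strain grown without phage in ampicillin broth; 0% = DMSO wells and 100% = ciprofloxacin 0.95 µg/ml wells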
# SR-BI HDL uptake: inhibitors of SR-BI mediated HDL lipid uptake, primary screen, ldlA[mSR-BI] cells, fluorescence, single point; Scavenger receptor class B member 1 (Mus musculus), Q61009; ldlA[mSR-BI] CHO cells, DiI-HDL uptake fluorescence, 3 h; inhibition, % at 12.5 µM; actives 0.96% (n = 320,000); AID 488896, 2010;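 active means mean replicate inhibition of at least 70% and a set share of replicates each scoring 70 or more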;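 further: 0% = median of neutral control wells and 100% = median of positive control wells; values of inactives mirror those of a sister screen read the other way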
# Target sequence (Q61009 whole entry, looked up): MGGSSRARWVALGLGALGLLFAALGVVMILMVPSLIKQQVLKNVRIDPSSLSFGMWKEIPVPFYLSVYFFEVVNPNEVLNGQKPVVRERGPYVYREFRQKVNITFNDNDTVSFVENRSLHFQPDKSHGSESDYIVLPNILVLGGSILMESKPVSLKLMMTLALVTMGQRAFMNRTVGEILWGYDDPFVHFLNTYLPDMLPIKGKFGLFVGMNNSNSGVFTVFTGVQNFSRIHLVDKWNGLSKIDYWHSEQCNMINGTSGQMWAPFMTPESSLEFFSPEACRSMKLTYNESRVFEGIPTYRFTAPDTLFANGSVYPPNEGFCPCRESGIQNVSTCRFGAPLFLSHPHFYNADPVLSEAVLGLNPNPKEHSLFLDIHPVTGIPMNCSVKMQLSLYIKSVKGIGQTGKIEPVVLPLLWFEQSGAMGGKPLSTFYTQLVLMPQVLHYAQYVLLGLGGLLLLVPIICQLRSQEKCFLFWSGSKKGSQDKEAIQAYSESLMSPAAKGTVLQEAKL
# SR-BI uptake up: activators of SR-BI mediated DiI-HDL uptake, primary screen, ldlA[mSR-BI] CHO cells, DiI fluorescence. 3 h; 100 = double the neutral-control signal. activation, % at 12.5 µM. actives 0.096% (n = 320,000). AID 504775, 2011;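 active means mean replicate activation of at least 60% and every replicate at or above 60%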;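 further: 0% = median plate neutral-control signal and 100% = twice that signal; values of inactives mirror those of a sister screen read the other way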
#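 Material – SR-BI-overexpressing, LDLR-lacking CHO cells · Medium – BSA-supplemented, HEPES-buffered Ham's F12, pH 7.4 · Doses – single concentration · Times – compound with DiI-HDL co-incubation, 3 h at 37 °C · Measured by – bottom-read fluorescence, 550/595 nm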
# CAL PDZ FP-1: untagged CAL PDZ binding inhibitors, primary screen, biochemical, fluorescence polarization, HTS; Golgi-associated PDZ and coiled-coil motif-containing protein (Homo sapiens), Q9HD26; purified CAL PDZ, TMR-peptide fluorescence polarization, 1 h; inhibition, % at 24.9 µM; actives 0.92% (n = 300,000); AID 602252, 2012;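 active means mean inhibition of at least 30% with at least half of replicates also reaching 30%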;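 further: 0% = DMSO neutral control and 100% = excess unlabeled competitor peptide PRC23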
# MITF TRPM1 HTS: activators of MITF-driven TRPM1 promoter reporter, primary screen, cell-based, SK-MEL-5, luciferase, single point. SK-MEL-5 TRPM1-promoter luciferase, 24 h; % of positive control, neutral wells = 0. activation, % at 12.5 µM. actives 0.75% (n = 300,000). AID 588334, 2011;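 active means mean activation of at least 80% with every replicate also reaching 80%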;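 further: 0% = neutral control wells and 100% = parthenolide positive control wells; values of inactives mirror those of a sister screen read the other way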
# CAL PDZ FP-2: CAL PDZ peptide-binding inhibitors, primary screen, biochemical, fluorescence polarization, Cer-tagged CAL PDZ, HTS. Golgi-associated PDZ and coiled-coil motif-containing protein (Homo sapiens), Q9HD26. purified CAL PDZ, TMR-peptide fluorescence polarization, 1 h. inhibition, % at 20 µM. actives 0.02% (n = 330,000). AID 504414, 2011;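 active means highest replicate inhibition of at least 40%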;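 further: plate controls were DMSO neutral control wells for no effect and unlabeled competitor peptide control wells for full effect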
#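 Test system: purified CerCALP PDZ construct; Compound dosing: one concentration, 20 µM compound; Also added: TMR-labelled reporter peptide T*-PRC34 bound in PDZ groove; Read-out: inhibition from polarization loss; Controls: unlabelled peptide and DMSO controls; Signal: FP readout, S and P plane fluorescence; Incubation: 1 h at RT.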
# phage Ecoli inh: growth loss of phage-infected E. coli, primary screen, RecBCD inhibitor project, absorbance, with phage, HTS | inhibition, % at 11.9 µM | actives 0.26% (n = 360,000) | AID 651602, 2012; in the data active means inhibition above about 11%
# AddAB inh: growth inhibition of E. coli expressing H. pylori AddAB, primary screen, AddAB inhibitor project, absorbance | inhibition, % at 11.9 µM | actives 0.29% (n = 330,000) | AID 435030, 2010; in the data active means inhibition above about 12%;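 further: 0% = vehicle wells of infected cells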
# Wnt bcat act: Wnt/beta-catenin pathway activators, primary screen, cell-based, plate reader, single point; Wnt/beta-catenin reporter cell assay, activator; activation, % at 9.35 µM; actives 1.2% (n = 300,000); AID 743398, 2014; in the data active means activation above about 30%, passing the limit was not always enough;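 further: 0% = neutral control wells and 100% = positive control wells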
# Tat export inh: E. coli Tat export inhibitors, primary screen, MC4100, TorA-mCherry reporter, fluorescence, single point | inhibition, % at 10 µM | actives 0.036% (n = 340,000) | AID 488895, 2010;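 active means mean replicate inhibition at least 50% and at least half of replicates individually reaching 50%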;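 further: exported cargo escapes ClpAP degradation while cytoplasmic cargo is degraded and loses fluorescence; 0% = median of neutral control wells and 100% = median of NaSCN control wells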
# An asterisk follows results filed as active; / = not tested or not shown; & = joins results of further samples.
Compound	Ecoli viability	SR-BI HDL uptake	SR-BI uptake up	CAL PDZ FP-1	MITF TRPM1 HTS	CAL PDZ FP-2	phage Ecoli inh	AddAB inh	Wnt bcat act	Tat export inh
COc1ccc(OCCn2cnc(Cl)c2Cl)cc1	-1.9	/	/	-2	-9	-2.2	3.3	2.0	0	1
CCOc1nc(-c2ccc(OC)cc2)ccc1-c1noc(-c2cc(OC)c(OC)c(OC)c2)n1	3.5	45	-45	/	-14	-2.1	0.2	1.1	/	0
CCCn1c(CCC(=O)O)nc2cc(S(N)(=O)=O)ccc21	-0.4	/	/	12	1	-0.3	2.9	1.1	-5	-13
O=c1ccc2cc(S(=O)(=O)N3CCN(c4ccccc4)CC3)ccc2[nH]1	-1.0	-12	12	/	/	-6.4	5.0	-4.6	-1	-10
CCOC(=O)CCc1c(C)c(C#N)c2nc3ccccc3n2c1-n1cnc2ccccc21	-1.1	3	-3	1	/	-0.6	0.6	2.0	-1	24
CCOC(=O)CCCCCC(=O)Nc1ccc2c(c1)C(=O)N([C@H](C)CO)C[C@@H](C)[C@H](CN(C)Cc1ccc3c(c1)OCO3)O2	-3.1	33	-33	-1	5	-0.4	4.2	0.6	-1	3
COC(=O)c1nn(-c2ccc(OC)cc2)ccc1=O	2.1	10	-10	0	-4	-0.6	2.9	4.3	-2	-1
CC1(C)Cc2cccc(OCC(=O)N3CCN(c4ccccc4)CC3)c2O1	-0.1	10	-10	-4	-7	0.2	3.1	0.4	/	-5
Cc1cc(C)nc(NN2C(=O)/C(=C/c3ccc(O)cc3)SC2=S)n1	-3.1	-34	34	/	1	-2.7	/	-3.3	-1	-1
NS(=O)(=O)c1ccc(O)c(NC(=O)c2ccc([N+](=O)[O-])cc2)c1	-0.6	-9	9	-6	4	-1.8	0.9	1.9	0	3
CC1(C)CC(=O)C=C(NCCN2CCN(C(=S)Nc3ccccc3)CC2)C1	0.5	-18	18	-5	/	0.9	1.2	3.1	0	-5
C[C@H](O)[C@@]1(O)CC[C@H]2[C@@H]3CC[C@@H]4C[C@H](O)CC[C@]4(C)[C@H]3CC[C@@]21C	-1.3	-24	24	-1	/	0.9	2.9	1.2	1	5
Cc1cccc(NC(=S)N(c2ccccc2)C(C)C)c1C	2.2	1	-1	-1	-10	-3.4	5.2	4.1	-2	-1
O=[N+]([O-])c1cccnc1SCc1ccccc1	-0.9	-7	7	-1	23	-1.2	2.2	-0.4	0	-4
O=C(c1cc(F)ccc1F)C1CCCN(C(=O)c2ccco2)C1 (stereo not drawn)	3.1	-3	3	-4	-8	-2.3	3.6	2.7	2	0
CCCOc1ccc(C(=O)CCN2CCCCC2)cc1	1.3	-11	11	-2	-2	-0.5	0.7	1.0	/	23
Brc1ccc(/C=N/Nc2ccccc2)cc1	0.3	-1	1	-3	84*	-0.2	1.9	0.9	11	-9
COc1ccc(OC)c(Nc2cc(C)c3ccccc3n2)c1	-0.1	40	-40	/	-15	0.6	2.4	2.7	-3	15
COc1ccc(NC(=O)C2CCC(CNS(=O)(=O)c3cccs3)CC2)cc1 (stereo not drawn)	0.8	-6	6	-1	-1	-1.4	3.6	3.8	-2	-21
COc1ccc(C(CC(=O)N2CCCCC2)NC(=O)C(F)(F)F)cc1 (stereo not drawn)	0.3	-25	25	-1	-9	-1.0	0.9	3.4	-2	-4
Cc1cccc(N(CC(=O)N/N=C/c2ccccc2C(=O)O)S(C)(=O)=O)c1C	2.5	2	-2	2	8	-2.0	0.0	1.1	12	-8
N#C/C(=C/c1ccc(N2CCOCC2)o1)C(=O)Nc1ccccc1	/	34	-34	-7	58	-0.4	1.8	/	50*	0
O=C1NCCCC1C(=O)N1CCCCC1 (stereo not drawn)	0.8	6	-6	-1	10	-11	3.8	0.1	1	6
COc1ccc(C(=O)N/N=C/c2ccc3cccc(OCc4ccccc4)c3n2)cc1	-0.9	62	-62	-6	24	-6.6	2.4	1.2	19	-7
CC(=O)c1ccc(OCC(=O)NC2CCCN(Cc3ccccc3F)C2)cc1 (stereo not drawn)	/	8	-8	1	6	-2.4	4.6	/	-1	-4
CC(=O)c1cccc(NC(=O)CCn2c(=S)oc3ccccc32)c1	-0.8	3	-3	-1	4	0.8	-0.2	-0.7	2	-10
CCC(C)(C)c1ccc(Oc2ccc(N)cc2)cc1	/	-13	13	4	-97	0.5	0.6	/	-15	-4
CC(Oc1ccc2c(-c3ccccc3)cc(=O)oc2c1)C(=O)NCC1CCC(C(=O)O)CC1 (stereo not drawn)	-2.0&-0.8	4&11	-4&-11	3&1	1&-10	-0.4&-0.8	1.1&1.8	2.5&4.2	-1&1	-5&0
N#Cc1nc(COc2ccccc2)oc1N1CCC(Cc2ccccc2)CC1	0.8	-7	7	1	15	-1.0	1.4	2.7	-1	-7
COCc1cc(C)[nH]c(=O)c1C#N	-2.5	0	0	-2	6	1.2	2.1	2.2	/	1
CCc1nc2ccc(C(=O)N(C)CC(=O)Nc3ccc(Cl)c(C(F)(F)F)c3)cc2nc1CC	-2.7	21	-21	-3	-2	-3.5	3.0	0.2	-20	20
O=C(N1CCOCC1)N1CCN(c2ccc(F)cc2)CC1	-2.3	-5	5	0	-4	-1.4	-1.1	1.6	/	-7
O=C1C(Cl)=C(N2CCOCC2)C(=O)N1CCc1ccccc1	-0.2	22	-22	-1	10	/	3.5	2.5	/	11
CCN1CCN(CC(=O)Nc2cc(C(F)(F)F)ccc2OCCOC)CC1	-1.7	/	/	3	-13	-0.6	-8.0	-3.9	5	6
COc1ccc(C2CC(c3cccs3)=Nc3ccccc3S2)cc1OC (stereo not drawn)	1.3	30	-30	-1	10	-1.4	-1.2	3.2	/	6
COc1ccc(N2CCOCC2)c(NC(=O)c2cccs2)c1	3.9	42	-42	-2	0	1.5	1.8	3.4	-4	8
CC(=O)c1sccc1NC(=O)c1ccccc1C(=O)O	-0.8	-3	3	/	/	-0.3	-0.1	0.6	0	-1
COc1ccc2[nH]c(C(=O)N3CCNCC3)cc2c1OC	/	16	-16	2	1	-1.0	0.9	/	-2	-4
CC(=O)Nc1cc2c(=O)n(Cc3ccccc3)c(C)nc2cc1N1CCOCC1	-3.0	4	-4	-3	1	0.3	-0.5	1.8	14	0
O=C(CCNC(=O)c1ccc(Cl)cc1)NCc1cccc(C(F)(F)F)c1	-2.2	-7	7	0	-7	-2.5	0.7	-1.5	-1	10
CS(=O)(=O)c1cccc(C(=O)N(CCc2ccccc2)Cc2cccs2)c1	1.5	/	/	-2	16	-1.6	1.9	-1.8	-2	0
CC(=O)c1ccc(NC(=O)CN2C(=O)/C(=C/C=C/c3ccccc3)SC2=S)cc1	-0.4	72*	-72	4	6	-0.4	-1.3	2.2	1	-5
CCOC(=O)c1ccccc1NC(=O)COc1coc(CN2CCc3ccccc32)cc1=O	-0.2	34	-34	-2	-1	-2.5	-3.7	0.2	-2	20
COC(=O)Cc1ccc(Oc2ncc(C(F)(F)F)cc2Cl)cc1	-0.8	-11	11	/	14	0.2	4.6	0.8	-2	11
Cn1nc(-c2ccccc2)c(CO)c1Oc1cccc(C(F)(F)F)c1	1.7	10	-10	3	7	/	3.4	0.6	0	6
COCCOC(=O)c1c(C)n(C)c2ccc(OC(=O)c3c(OC)cccc3OC)cc12	1.4	-397	397*	-3	6	0.5	0.6	0.5	-2	-2
CCn1nnnc1NC(=O)c1cc(OC)c(OC)c(OC)c1	-3.3	-33	33	3	4	-0.6	0.1	1.2	0	-4
CCN(CC)CCCNC(=O)Cn1nc(-c2ccccc2)ccc1=O	0.6	-19	19	2	-4	-1.0	2.7	1.0	/	-1
O=C(O)C1CC=CCC1C(=O)Nc1ccccc1 (stereo not drawn)	-1.0	-18	18	1	/	-0.8	4.8	1.6	1	7
CCN(CC)C(=O)CSc1nnc(-c2ccccc2)o1	2.7	-6	6	-2	69	-3.2	1.1	4.2	13	-3

# Going on with the list.
Compound	Ecoli viability	SR-BI HDL uptake	SR-BI uptake up	CAL PDZ FP-1	MITF TRPM1 HTS	CAL PDZ FP-2	phage Ecoli inh	AddAB inh	Wnt bcat act	Tat export inh
N#Cc1cnn2c(-c3cccc([N+](=O)[O-])c3)ccnc12	0.9	12	-12	/	1	-6.7	0.2	-0.9	0	1
O=C1CCNc2c(Cl)cc(Cl)cc21	-0.8	18	-18	/	/	-1.0	2.2	1.6	-1	1
CN(CC(=O)Nc1ccccc1N1CCOCC1)S(=O)(=O)c1ccc(F)cc1	-5.3	-4	4	0	/	-2.2	0.6	-1.3	/	9
COc1ccccc1C(=O)CN1C(=O)NC2(CCCCCC2)C1=O	1.9	23	-23	-2	-17	-1.0	-0.1	0.4	-10	-4
CC(=O)Nc1ccc(NC(=O)C2CCN(C(=O)C3CC(=O)N(c4ccc(C)cc4)C3)CC2)cc1 (stereo not drawn)	-2.2	18	-18	1	-4	-4.0	-3.6	3.7	-2	-2
O=S(=O)(c1ccc(Cl)cc1)c1cnc2ccccc2n1	0.9	-37	37	-3	-12	-2.0	2.6	0.3	-2	0
Cc1cccc(NC(=O)C2CCCN(S(=O)(=O)c3c(C)nn(C)c3C)C2)c1 (stereo not drawn)	-2.2	/	/	-3	-9	-0.7	1.2	2.5	-2	-6
COc1ccc(-c2nnc(SCC3CCCO3)n2C)cc1 (stereo not drawn)	-0.8	-29	29	7	10	-2.5	0.4	3.2	0	7
CC(=O)n1cc([C@H]2C=C(C(=O)NCc3ccccc3)O[C@@H](OCc3ccc(CO)cc3)C2)c2ccccc21	-3.6	3	-3	-3	-2	-0.9	2.4	2.8	1	2
COc1ccc([N+](=O)[O-])cc1/C=N/Nc1nn[nH]n1	-3.1	-8	8	-3	-8	-0.5	4.7	0.7	2	-11
CCN(CC)C(=O)CN(c1cc2c(cc1OC)oc1ccccc12)S(=O)(=O)c1ccc(C)cc1	-0.7	-7	7	/	-9	-0.3	1.3	0.6	/	14
O=C1c2cc(F)ccc2-n2c1nc1ccccc1c2=O	-3.7	30	-30	1	-99	-1.2	1.8	-2.7	1	-3

# Bioassay records deposited in PubChem BioAssay by several laboratories.
